Screening results from PubChem.
Lung fibro prol: antiproliferative effect on LL 47 fibroblasts – human, LL 47 cells, CellTiter-Glo luminescence, primary screen. LL 47 human lung fibroblast viability, ATP luminescence; active compounds read low. viability, % at 10 µM. 85,000 compounds, 1.1% hits. AID 719, 2007;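 active = viability at or below 50% in the single dose screen; inactive = viability above 50%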;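 also: compound exposure lasted 72 h before the ATP readout; 100% = median luminescence of untreated cell-only wells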
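Signal: luminescent ATP detection, CellTiter-Glo; assay system: LL 47 human lung fibroblasts; input: 1,150 cells/well; incubation: overnight cell rest, 72 h compound treatment at 37 °C; measure: % viability versus median cells-only luminescence; medium: IMEM growth medium with 15% fetal bovine serum; dosing: compound addition at 0.1% DMSO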
S1P2 agonist: S1P2 receptor agonists, primary screen, cell-based | Sphingosine 1-phosphate receptor 2 (Homo sapiens), O95136 | S1P2-expressing cell line, agonist reporter read-out | activation, % at 4.5 µM | 97,000 compounds, 0.46% hits | AID 729, 2007; in the data active = activation above about 16%;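 also: 0% = vehicle low control and 100% = maximal reference agonist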
Target sequence (O95136 whole entry, looked up): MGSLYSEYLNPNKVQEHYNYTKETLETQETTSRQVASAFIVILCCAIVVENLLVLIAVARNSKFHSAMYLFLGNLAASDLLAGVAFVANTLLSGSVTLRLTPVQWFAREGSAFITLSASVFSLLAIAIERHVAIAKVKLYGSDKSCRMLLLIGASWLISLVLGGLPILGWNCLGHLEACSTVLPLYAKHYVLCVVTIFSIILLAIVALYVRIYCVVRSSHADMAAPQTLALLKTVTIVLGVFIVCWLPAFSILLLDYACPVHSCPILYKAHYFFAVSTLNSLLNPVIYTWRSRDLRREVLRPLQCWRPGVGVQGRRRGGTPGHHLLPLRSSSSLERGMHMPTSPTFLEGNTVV
S1P2 antag: human S1P2 receptor antagonists, primary screen, cell-based. Sphingosine 1-phosphate receptor 2 (Homo sapiens), O95136. cell-based S1P2 antagonist assay, inhibition at 5 uM. inhibition, % at 5 µM. 97,000 compounds, 0.21% hits. AID 736, 2007; in the data active = inhibition above about 45%;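 also: CRE beta-lactamase reporter cells expressing human S1P2 stimulated with S1P; 0% = agonist at EC80 alone and 100% = agonist plus reference antagonist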
PostGolgi ctrl: growth inhibition of yeast control strain, primary screen, counter-screen for post-Golgi transport modulator project; efflux-deficient yeast background strain, growth absorbance A615, 16 h; inhibition, % at 10 µM; 98,000 compounds, 5% hits; AID 738, 2007; in the data active = inhibition above about 30%
HUVEC inhibit: inhibitors of HUVEC proliferation, primary screen, cell-based, 384-well; CellTiter-Glo luminescence, 72 h; active compounds read low; viability, % at 10 µM (by protocol); 86,000 compounds, 1.1% hits; AID 648, 2007;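 active = viability at or below 30%; inactive = viability above 30%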;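 also: 100% = median luminescence of DMSO-only cell control wells on each plate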
H69AR growth 86K: proliferation blockers of H69AR lung cancer cells, primary screen, cell-based, human, 86K library; H69AR lung tumor viability, ATP luminescence, 72 h; active compounds read low; viability, % at 10 µM; 85,000 compounds, 6% hits; AID 598, 2007;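 active = viability at or below 40%; inactive = viability above 40%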;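 also: multidrug resistant small cell line overexpressing MRP-1 efflux transporter; 100% = mean luminescence of untreated control wells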
Starred values were filed as active, the others as inactive; . = no result given; & = joins results of further samples.

SMILES	Lung fibro prol	S1P2 agonist	S1P2 antag	PostGolgi ctrl	HUVEC inhibit	H69AR growth 86K
COc1ccc(C2C=C(c3ccc(Br)s3)Nc3ncnn32)cc1OC (centres undefined)	.	.	.	34.9*	.	.
COc1ccccc1-n1cnc2cc(C(=O)NCCCN3CCOCC3)ccc21	.	.	.	-4.9	.	.
O=C(CSc1ncn[nH]1)N1CCN(c2nnc(-c3ccccc3)c3ccccc23)CC1	.	.	.	8.1	.	.
COc1ccc(Cc2nnc(NC(=O)Cc3cccs3)s2)cc1OC	.	.	.	-2.1	.	.
Cc1ccccc1S(=O)(=O)Cc1ccc(C(=O)N2CCN(c3cccc(C)c3C)CC2)o1	.	.	.	38.2*	.	.
COc1ccc(C2CC(C(F)(F)F)n3nc(C(=O)NCCN4CCOCC4)cc3N2)cc1 (centres undefined)	.	.	.	4.2	.	.
Cc1nnc(SCC(=O)Nc2nccs2)s1	.	.	.	4.4	.	.
CCOC(=O)C1=C(C)Nc2ncnn2C1c1cc(Br)ccc1F (centres undefined)	.	.	.	7.0	.	.
CCOC(=O)C1=C(c2ccccc2)NC(=O)NC1c1ccc(N(C)C)cc1 (centres undefined)	.	.	.	.	99.3	101.1
Cn1c(=O)c2c3c(sc2n2c(SCc4ccc5c(c4)OCO5)nnc12)COC(C)(C)C3	.	.	.	.	100.8	76.0
CN(C)CCN(C)Cc1ccc2c(c1)Cc1ccccc1-2	.	.	.	.	77.4	84.5
Cc1nc(SCc2nnc(-c3ccc(Cl)cc3)o2)c2c3c(sc2n1)CCC3	.	.	.	.	95.8	50.6
CC(C)(C)C(=O)/C(C#N)=c1\s/c(=C\c2ccncc2)c(=O)n1CCCN1CCOCC1	.	.	.	.	1.8*	74.3
CCOC(=O)c1ccc(N=CC2=C(O)CC(c3ccco3)CC2=O)cc1 (centres undefined)	.	.	.	.	92.0	93.3
Cc1noc2nc(-c3cccs3)cc(-c3nnc4n3CCCCC4)c12	.	.	.	.	94.4	82.9
COc1ccc(CCn2c(-c3ccco3)nc3oc4ccccc4c(=O)c3c2=O)cc1	101.1	.	.	.	74.3	.
Cc1ccc(S(=O)(=O)c2cc3c(=O)n4cccc(C)c4nc3n(Cc3ccco3)c2=N)cc1C	91.1	.	.	.	89.2	.
Cc1ccc2nc3c(cc(C(=O)NCc4cccnc4)c(=N)n3C(C)C)c(=O)n2c1	90.7	.	.	.	94.0	.
COc1ccc(CCN(C)CCCC(C#N)(c2ccc(OC)c(OC)c2)C(C)C)cc1OC (centres undefined)	90.8	.	.	.	94.4	.
CC1(C)CN=C(N2CCN(C3=NCC(C)(C)S3)CC2)S1	94.2	.	.	.	100.7	.
CCN(CC)C(=O)CSc1nnc([C@@H](N)Cc2ccccc2)o1	99.0	.	.	.	96.1	.
COc1cc(NC(=S)NC(=O)c2cc(C)cc(C)c2)ccc1NC(=O)c1cccs1	.	-4.4	10.0	.	.	.
CN1CCN(C(=S)c2ccc(OCC(=O)Nc3cccc(C(F)(F)F)c3)cc2)CC1	.	-4.4	22.0	.	.	.
CCCNS(=O)(=O)c1ccc(CCC(=O)Nc2cc(Cl)ccc2Oc2ccccc2)cc1	.	-7.6	39.9	.	.	.
CCn1c(CC(=O)Nc2ccc(Cl)c(Cl)c2)nnc1SCc1ccc(Cl)cc1	.	-6.2	16.7	.	.	.
Cc1ccc(C(=O)NC(=S)Nc2ccc(-c3cc4ccccc4oc3=O)cc2)c(C)c1	.	-5.5	14.8	.	.	.
CC(=O)c1cccc(NC(=S)NCCC2=CCCCC2)c1	.	0.8	7.5	.	.	.
O=C(CSc1ncnc2scc(-c3ccc(Cl)cc3)c12)NCc1ccc2c(c1)OCO2	.	-2.8	7.3	.	.	.
Cc1sc2nc(SCc3nc(-c4ccccc4)no3)n(-c3ccccc3)c(=O)c2c1C	.	-4.8	8.9	.	.	.
Cc1ccn2c(C(=O)N/N=C\c3ccccc3[N+](=O)[O-])c(C)nc2c1	.	-2.7	2.9	.	.	.

Continued, starting with the last 7 of the part before.
SMILES	Lung fibro prol	S1P2 agonist	S1P2 antag	PostGolgi ctrl	HUVEC inhibit	H69AR growth 86K
CCCNS(=O)(=O)c1ccc(CCC(=O)Nc2cc(Cl)ccc2Oc2ccccc2)cc1	.	-7.6	39.9	.	.	.
CCn1c(CC(=O)Nc2ccc(Cl)c(Cl)c2)nnc1SCc1ccc(Cl)cc1	.	-6.2	16.7	.	.	.
Cc1ccc(C(=O)NC(=S)Nc2ccc(-c3cc4ccccc4oc3=O)cc2)c(C)c1	.	-5.5	14.8	.	.	.
CC(=O)c1cccc(NC(=S)NCCC2=CCCCC2)c1	.	0.8	7.5	.	.	.
O=C(CSc1ncnc2scc(-c3ccc(Cl)cc3)c12)NCc1ccc2c(c1)OCO2	.	-2.8	7.3	.	.	.
Cc1sc2nc(SCc3nc(-c4ccccc4)no3)n(-c3ccccc3)c(=O)c2c1C	.	-4.8	8.9	.	.	.
Cc1ccn2c(C(=O)N/N=C\c3ccccc3[N+](=O)[O-])c(C)nc2c1	.	-2.7	2.9	.	.	.
N/C(=N\OC(=O)c1ccc(Cl)cc1)c1ccc(Cl)cc1	.	-2.3	12.5	.	.	.
CCOC(=O)CN1N=C(/C=C/c2ccccc2)CCC1=O	.	-2.3	8.4	.	.	.
COC(=O)c1cc(C#N)c(Oc2ccccc2)nc1C	.	0.3	12.3	.	.	.
CCCCn1c(-c2nonc2NC(=O)c2ccccc2Cl)nc2ccccc21	70.4	.	.	.	50.0	85.6
CCCCOC(=O)Nc1sc2c(c1C(=O)OC)CCC2	98.5	.	.	.	101.3	96.2
O=C(O)CCc1cc(I)c(Oc2ccc(O)c(I)c2)c(I)c1	93.8	.	.	.	88.9	83.6
CC1CCCCC1NC(=O)c1nnc(Cc2ccc(Cl)cc2)o1 (centres undefined)	100.3	.	.	.	116.6	96.3
COc1ccc(CCN(C(=O)c2ccc(F)cc2)C2=CC3CCC(C2)N3C)cc1OC (centres undefined)	96.1	.	.	.	95.7	89.6
CCN1CCN(c2ncnc3c2cnn3-c2ccc(C)cc2C)CC1	89.5	.	.	.	90.6	54.0
O=C(NCCN1CCOCC1)c1ccc2c(c1)ncn2C1CCCC1	101.8	.	.	.	105.2	98.1
CCOc1cccc2cc(-c3csc(NC(=O)CCC(=O)N4CCN(C)CC4)n3)c(=O)oc12	66.1	.	.	.	77.9	32.8*
CN(C)C(=O)Oc1cccc([N+](C)(C)C)c1	96.9&96.5	.	.	.	94.5&97.7	84.1&100.4
CN(C)CCCN1C(=O)C(=O)/C(=C(/O)c2ccc(S(=O)(=O)N(C)C)cc2)C1c1ccncc1 (centres undefined)	107.1	.	.	.	95.1	104.0
CCCC(C(=O)O)N1C(=O)/C(=C2\C(=O)N(C)c3ccccc32)SC1=S (centres undefined)	111.2	.	.	.	87.1	93.5
CC1(C)Cc2c(sc3nc(SCC#N)n(C4CCCCC4)c(=O)c23)CO1	82.2	.	.	.	91.8	95.8
O=C(O)CCCCCCC1C(=O)NC(=O)N1CCC(O)C1CCCCC1 (centres undefined)	68.1	.	.	.	103.0	95.3
COc1ccc(N2CCN(c3nc4c(c(=O)n(C)c(=O)n4C)n3CCCc3ccccc3)CC2)cc1	104.9	.	.	.	96.0	80.4
CCOc1ccc(Nc2cc(C)nc3nc(C)nn23)cc1	103.7	.	.	.	89.6	85.8
COc1ccc(C)cc1NC(=O)C1CCCN(S(=O)(=O)c2c(C)noc2/C=C/N(C)C)C1 (centres undefined)	99.3	.	.	.	85.0	98.0
CCOC(=O)c1cnc(=O)[nH]c1C	103.7	.	.	.	93.8	86.8
CC1CCCCC1NC(=O)CSc1nc2ccccc2c(=O)n1Cc1ccco1 (centres undefined)	87.0	.	.	.	94.7	43.7
CCOCC(=O)NCc1ccc2c(c1)cc(C)n2C	101.6	.	.	.	92.6	97.5
Cc1ccc(N2C(=O)c3oc4ccccc4c(=O)c3C2c2cccnc2)nc1 (centres undefined)	101.3	.	.	.	94.9	93.3
COCCNC(=O)CN1C(=O)COc2ccc(Cl)cc21	104.6	.	.	.	99.7	97.3
O=C(NS(=O)(=O)c1ccccc1Cl)c1ccc[nH]1	110.7	.	.	.	98.7	102.8
CCCOc1ccc(/C(O)=C2/C(=O)C(=O)N(CCN(CC)CC)C2c2ccncc2)cc1 (centres undefined)	101.5	.	.	.	95.6	97.1
Cc1ccc2c(nc3s/c(=C/c4cccs4)c(=O)n32)c1C	100.2	.	.	.	86.5	44.9
Cc1ccc2c(c1)N(CCCC(=O)NCc1cccnc1)C(=O)CO2	94.3	.	.	.	98.2	98.3
CC(=O)N1CC2(C)CN(C(C)=O)CC(C)(C1)C2=O	99.1	.	.	.	99.1	90.5
CCN(CC)S(=O)(=O)c1cccc(C(=O)Nc2nc3cc4c(cc3s2)OCCO4)c1	95.0	.	.	.	104.0	22.5*
CCN(CC)C(=O)C1CCCN(c2ncnc3c2cnn3-c2ccc(Cl)cc2)C1 (centres undefined)	100.2	.	.	.	76.3	97.7
O=C1CC(c2nc3ccccc3[nH]2)CN1c1cccc(C(F)(F)F)c1 (centres undefined)	99.9	.	.	.	105.6	107.5
O=C(O)C1CC=CCC1C(=O)N1CCN(c2nc(-c3ccccc3Cl)c3cc(Br)ccc3n2)CC1 (centres undefined)	78.9	.	.	.	52.9	40.8
COC(=O)c1cc(-c2ccccc2)sc1NC(=O)c1cc(C)on1	107.5	.	.	.	108.2	74.9
CNCCC=C1c2ccccc2CCc2ccccc21	87.5	.	.	.	86.8	47.7
c1csc(-c2nn3c(-c4ccncc4)nnc3s2)c1	96.5	.	.	.	103.4	86.5
CCOc1cc(-c2ccc3c(c2)OCO3)cc(=O)c2c(C)oc(C)c12	91.5	.	.	.	92.3	73.5
Cc1sc2nc(-c3cccs3)nc(N3CCCN(C)CC3)c2c1C	56.2	.	.	.	21.1*	23.9*
CCCCN(CC)C(=O)Cn1cnc2ccc(S(=O)(=O)N3CCC(C)CC3)cc2c1=O	104.2	.	.	.	99.6	91.6
C[N+](C)(C)CCOP(=O)([O-])OC[C@H](O)CO	94.4	.	.	.	92.1	97.2
CC(=O)c1sc(-c2c(C)nc3sccn23)nc1C1CCCC1	87.2	.	.	.	73.7	87.5
Cc1ccnc(SCCn2c(Br)nc3c2c(=O)n(C)c(=O)n3C)n1	99.5	.	.	.	99.8	93.6
O=C(O)Cc1cc(I)c(Oc2ccc(O)c(I)c2)c(I)c1	94.1	.	.	.	81.2	91.9
CC1CC(C)CN(CCCNC(=O)c2cn(C)c3ccc(S(=O)(=O)N4CCCC4)cc3c2=O)C1 (centres undefined)	102.7	.	.	.	89.0	86.8
CC1CCc2c(sc3nc(C4CC4)nc(SCC(=O)NCc4ccco4)c23)C1 (centres undefined)	104.2	.	.	.	93.5	71.0
Cn1cnc2c(sc3nc(N4CCOCC4)c4c(c32)CC(C)(C)OC4)c1=O	90.2	.	.	.	90.1	59.5
CN1C(C(=O)Nc2ccccn2)=C(O)c2ccccc2S1(=O)=O	92.1	.	.	.	102.1	95.3
COC(=O)C1=C(N)Oc2cc(C)oc(=O)c2C1c1ccncc1 (centres undefined)	100.8	.	.	.	97.5	90.6
Cn1c(=O)c(C(=O)Nc2cnccn2)c(O)c2ccccc21	104.0	.	.	.	97.8	0.6*
Cc1ccc(Cn2c(=O)c3ccccc3n3c(SCC(=O)N4CCCCC4C)nnc23)cc1 (centres undefined)	94.7	.	.	.	81.6	93.2
CCN1CCN(c2ncnc3c2oc2nc(C(C)C)c4c(c23)CCC4)CC1	98.4	.	.	.	88.2	63.9
CC(C)N1C(=O)CCC1C(=O)NCc1ccccc1Cl (centres undefined)	94.2	.	.	.	91.7	99.1
Cc1ccccc1NC(=O)c1c(O)c2cccc3c2n(c1=O)CCC3	92.4	.	.	.	97.8	30.9*
Cc1cccc(-n2ncc3c(NCc4cccnc4)ncnc32)c1	93.4	.	.	.	100.0	94.9

2 compounds from above, reduced to S1P2 agonist, H69AR growth 86K and PostGolgi ctrl.
SMILES	S1P2 agonist	H69AR growth 86K	PostGolgi ctrl
Cc1sc2nc(SCc3nc(-c4ccccc4)no3)n(-c3ccccc3)c(=O)c2c1C	-4.8	.	.
CCCCOC(=O)Nc1sc2c(c1C(=O)OC)CCC2	.	96.2	.

An excerpt. The share of hits here may be higher or lower than overall.
